Source: PubChem
RECQ1 helicase = inhibitors of human RECQ1 DNA helicase. RECQ1 DNA unwinding, red fluorescence kinetic read. Potency, µM (top dose mostly 57.3 µM), for the others: top-dose activity, negative = inhibition, usual class: inhibitors. hit rate 0.54% among 240,000. AID 2549;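 further: plate controls were vehicle for no effect and no enzyme for full effect; nearly all actives have a fitted effect of over 30% in size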
Target sequence (P46063 whole entry, looked up): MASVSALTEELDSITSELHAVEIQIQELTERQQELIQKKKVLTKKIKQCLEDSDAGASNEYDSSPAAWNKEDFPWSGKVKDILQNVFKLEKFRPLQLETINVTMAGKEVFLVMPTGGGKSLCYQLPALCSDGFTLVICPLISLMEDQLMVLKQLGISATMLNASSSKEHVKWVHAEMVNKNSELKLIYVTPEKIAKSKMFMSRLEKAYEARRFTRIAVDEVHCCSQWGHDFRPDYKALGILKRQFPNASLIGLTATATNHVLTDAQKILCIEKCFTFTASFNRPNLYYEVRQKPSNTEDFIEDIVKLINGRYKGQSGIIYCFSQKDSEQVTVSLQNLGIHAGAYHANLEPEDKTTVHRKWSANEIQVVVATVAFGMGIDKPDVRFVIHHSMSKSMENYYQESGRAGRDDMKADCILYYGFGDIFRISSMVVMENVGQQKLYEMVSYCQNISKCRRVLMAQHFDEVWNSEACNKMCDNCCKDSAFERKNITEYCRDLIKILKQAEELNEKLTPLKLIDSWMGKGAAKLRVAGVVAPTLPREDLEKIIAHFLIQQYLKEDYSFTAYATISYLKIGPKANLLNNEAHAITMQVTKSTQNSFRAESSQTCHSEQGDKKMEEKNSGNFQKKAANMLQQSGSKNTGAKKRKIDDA
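RECQ1T1 50 nM; forked duplex (20 bp + 30-nt ss tails) 200 nM, ATP 2 mM final; pH 8.0, 2 mM MgCl2, 2.5 ug/ml poly(dI-dC); 15 min compound preincubation; discontinuous kinetic read over 2 h at RT.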
TexasRed fluor = Texas Red fluorescence interference in TRb-SRC2 counter-screen | TRb/SRC2 Texas Red total fluorescence interference | hit rate 0.29% among 280,000 | Potency, µM (doses to about 106 µM), without a hit: at the highest dose fluorescence change, negative = quenching; active means well fitted curve in either direction with a large enough effect; inconclusive means small, poorly fitted or top-dose-only effect; further: on the % scale 0 is the no-effect control and ±100 the full control effect
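Human TRb ligand-binding domain at 0.6 uM with 20 nM Texas Red SRC2 peptide in Tris buffer containing 1 uM T3 and 5% DMSO, incubated with compound 5 h at ambient temperature. Total fluorescence (555/632 nm) calculated as parallel + 2 × perpendicular.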
L3MBTL1 inh = blocks human L3MBTL1; AlphaScreen L3MBTL1–H3K9me1 peptide binding; Potency, µM (top dose mostly 57.1 µM), for the others: top-dose activity, negative = inhibition, actives largely listed as inhibitors; hit rate 0.66% among 230,000; AID 485360; further: on the % scale 0 is the no-effect control and ±100 the full control effect; nearly all actives have a fitted effect of over 60% in size
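L3MBTL1 50 nM + b-AHA-H3(1-15)K9me1 75 nM, 30 min RT; compound added, 30 min RT; streptavidin donor/Ni-chelate acceptor beads 10 ug/mL each final, 30 min RT dark; AlphaScreen read.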
Tau fluor cs = counter-screen for tau fibril formation inhibitors | hit rate 0.93% among 280,000 | tau K18 P301L Alexa594 fluorescence, heparin fibrillization | Potency, µM (doses to about 57.7 µM), for the others: at the highest dose activity change, negative = decrease; further: on the % scale 0 is the no-effect control and ±100 the full control effect; nearly all actives have a fitted effect of over 55% in size
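Human tau K18 P301L (15 uM unlabeled, 0.24 uM Alexa 594-labeled) in 100 mM sodium acetate pH 7 with 20 uM heparin, 6 hr at 37 C. ThT 30 uM added, 1 hr ambient; Alexa 594 FP and total fluorescence read at 555/632 nm.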
TRb SRC2 PPI = TRbeta-SRC2 interaction inhibition | P10828 | TRbeta-SRC2 peptide binding, fluorescence polarization; receptor liganded with 1 µM T3 | Potency, µM (highest dose often 106 µM), for the others: at the top dose activity change, negative = inhibition, usual class: inhibitors | AID 1469 | hit rate 0.065% among 280,000;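 further: plate controls were bound peptide for no effect and peptide without receptor for full effect; nearly all actives have a fitted effect of over 50% in size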
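Quantitative HTS by FP: 0.6 uM TRb LBD, 20 nM labeled SRC2 20-mer, 1 uM T3, 5% DMSO; 5 hr ambient incubation; % activity per concentration and potencies from concentration series.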
HTT ATP protect = cytoprotection in Huntington HTT-Q103 PC12 cell model | hit rate 0.14% among 230,000 | AID 1471 | PC12 HTT-Q103 induced, cytoprotection, ATP luminescence, 40 h | Potency, µM (doses to about 56.4 µM), for the others: cytoprotection (ATP increase), actives largely listed as activators;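 further: % of control where 0% means no effect; nearly all actives have a fitted effect of over 45% in size; toxic huntingtin expression switched on by the ecdysone agonist tebufenozide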
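Rat PC12, Q103 Htt exon1-GFP fusion, ecdysone promoter; tebufenozide inducer 100 nM final; compound titration; qHTS, 1500 cells/well; ATPlite luminescent read.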
Tau ThT inhib = tau fibrillization inhibition (ThT binding); recombinant tau K18 P301L, heparin-induced fibrillization, ThT fluorescence; Potency, µM (highest dose often 57.4 µM), for inactives: at the highest dose activity, negative = inhibition, actives largely listed as inhibitors; hit rate 2.1% among 270,000; further: on the % scale 0 is the no-effect control and ±100 the full control effect; nearly all actives have a fitted effect of over 55% in size
Target sequence (P10636 561-689 P618L limits assumed): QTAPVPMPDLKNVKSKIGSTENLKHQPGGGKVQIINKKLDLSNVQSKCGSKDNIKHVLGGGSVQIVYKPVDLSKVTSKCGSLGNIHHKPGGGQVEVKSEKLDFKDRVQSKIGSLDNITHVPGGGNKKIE
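Using a mix of unlabeled (15 uM) and Alexa 594-labeled (0.24 uM) tau K18 P301L, heparin-triggered fibrillization over 6 hr at 37 C was scored by ThT fluorescence.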
Tau fibril FP = inhibitors of human tau fibril formation. hit rate 0.39% among 280,000. Potency, µM (doses to about 57.7 µM), for inactives: at the top dose activity, negative = inhibition, hits mostly inhibitors. K18 P301L tau heparin fibrillization, Alexa594 FP, 6 h; further: on the % scale 0 is the no-effect control and ±100 the full control effect; nearly all actives have a fitted effect of over 55% in size
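Human K18 P301L fragment (15 uM unlabeled plus 0.24 uM Alexa 594-labeled) in 100 mM sodium acetate pH 7 with compound, aggregation induced by 20 uM heparin for 6 hr at 37 C. ThT (30 uM) added for 1 hr, then Alexa 594 FP read.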
Numbers without * were called inactive; i = inactive; ? = inconclusive; · = no result given; [ ] = another dose, or the depositor's remark. Unless noted, the call rests on the fitted dose curve; in most records, active means well fitted curve in the direction sought with a large enough effect; inconclusive means small, poorly fitted or top-dose-only effect, or another doubt; inactive means no such curve, though single readings can be large; an effect the other way counts as inactive or inconclusive. Potency means the concentration at half of the fitted maximal effect. The list is partial. The share of hits here may be higher or lower than overall.

Below each compound: Tau fibril FP, L3MBTL1 inh, TexasRed fluor, HTT ATP protect, TRb SRC2 PPI, RECQ1 helicase, Tau fluor cs, Tau ThT inhib
1. CC(=O)c1ccc(OCC(=O)NC2CCS(=O)(=O)C2)cc1 (configuration not stated)
    5%, -4%, -1%, -37%, 1%, -4%, -27%, -13%
2. CCOc1ccc(C(=O)NCCc2csc(-c3cccc(C)c3)n2)cc1
    1%, ·, 4%, ·, 3%, ·, ?, ?
3. O=C(O)c1ccc(-c2nnn(Cc3cccc(C(F)(F)F)c3)n2)cc1
    -5%, ·, -3%, 18%[10 µM], 2%, -6%, -26%, ·
4. CCOC(=O)C1CCN(C(=O)c2ccc3c(c2)OCO3)CC1
    -4%, 2%, 0%, 2%[0.074 µM], -3%, 1%, 0%, -6%
5. COc1cccc(NC(=O)CN2CCN(S(=O)(=O)c3ccc(C(C)C)cc3)CC2)c1
    -5%, ·, 3%, -8%, -6%, i, -15%, -3%
6. CCOc1ccc(Nc2nc3c(S(=O)(=O)c4cccc(Cl)c4)nnn3c3ccsc23)cc1
    ?, ·, 0%, ·, -8%, ·, -27%, 8%
7. COc1ccccc1OCCSc1nnnn1-c1ccc(C)cc1
    2%, ·, 2%, -11%, 0%, -2%, -27%, ?
8. COc1cccc(-c2nnc(SCC(=O)Nc3ccc(S(N)(=O)=O)cc3)n2C)c1
    -3%, -3%, 1%, -14%, 3%, -1%, 1%, -8%
9. COCCNC(=O)c1ccc(-n2c(-c3ccccc3)cc3c2CCCCC3)cc1
    25µM*, ·, 6%, ·, 4%, ·, ?, -9%
10. CCOC(=O)c1scc(-c2ccc(C)cc2)c1S(=O)(=O)Nc1ccc(OC)c(Cl)c1
    -13%, ·, -3%, ·, -11%, ·, ?, -9%
11. O=S(=O)(NCc1cccs1)c1cccc2cccnc12
    -4%, 1%, -4%, 9%, 0%, -1%, -1%, -6%
12. Cc1cc(C)nc(/N=C(\NC(=O)C(C)(C)C)Nc2ccc(F)cc2)n1
    -2%, 9%, 0%, 7%[10 µM], 0%, 2%, -11%, -10%
13. COc1cc(/C(C)=N/Nc2ccc(C(=O)O)cc2)cc(OC)c1OC
    -3%, 6%, -4%, 26%[10 µM], -3%, -1%, -7%, ?
14. O=S(=O)(c1cccc(F)c1)N1CCC(CO)(Cc2cccc(F)c2)CC1
    4%, 6%, 0%, 26%[10 µM], -6%, i, -23%, -5%
15. COCC1CCN(Cc2nc(-c3cccs3)no2)C1 (configuration not stated)
    -8%, -10%, -11%, -24%[10 µM], 1%, i, 10%[2.34 µM], ?
16. O=S(=O)(c1cccc(Cl)c1)n1c(/C=C/c2ccccc2Cl)nc2ccccc21
    ?, ·, -4%, ·, 5%, ·, -29%, ?
17. O=C(NC1CCCc2ccccc21)c1cccc(S(=O)(=O)N2CCOCC2)c1 (configuration not stated)
    -7%, 4%, -4%, -13%, -2%, i, -9%, -1%
18. N#Cc1cccc(-c2nc(Nc3ccccc3)c3ccccc3n2)c1
    ?, ·, -4%, -13%, 1%, -12%, -21%, 2%
19. N#CC(c1ccc(O)cc1)N1CCCCC1 (configuration not stated)
    6%, ·, -3%, 5%, -10%, -13%, 1%, -10%
20. O=C(Nc1ccc(Br)cc1)c1cccc(N2C(=O)C3C4CCC(C4)C3C2=O)c1 (configuration not stated)
    -10%, ?, 0%, 17%[0.074 µM], 4%, -33%, -24%, 4%
21. Cc1ccc(CSc2ncc(Cl)c(C(=O)Oc3ccccc3F)n2)cc1
    -12%, ·, 0%, ·, -1%, ·, -24%, 16µM*
22. Cc1ccc2c(CNCc3cccs3)c(C(=O)O)n(Cc3ccc(F)cc3)c2c1
    5%, ·, -4%, ·, 8%, ·, -2%, 0%
23. Cc1nc(N2CCN(c3ccccc3)CC2)c2c3c(sc2n1)CCC3
    -2%, -20%, -2%, -11%, 1%, -2%, -12%, ?
24. COc1cccc2sc(NC(=O)c3ccc(S(=O)(=O)N4CCOCC4)cc3)nc12
    -8%, ·, -4%, 5%[10 µM], 9%, 0%, ?, 17%
25. O=S(=O)(Nc1cccc(-c2cn3cccnc3n2)c1)c1ccc(Cl)cc1
    -12%, 2%, -2%, -6%[10 µM], 0%, -1%, ?, -2%
26. c1ccc2sc(NC3=NCN(C4CCCCCC4)CN3)nc2c1
    -6%, -1%, -1%, -8%, 3%, 0%, -16%, -17%
27. O=C(CSc1ccc2ccccc2n1)c1ccccc1
    -7%, ·, 2%, 8%[10 µM], 3%, -11%, -23%, ·
28. COc1ccc(C(=O)NCc2cccnc2)cc1C(=O)NCc1cccnc1
    2%, ?, 0%, -39%[inhibitor][17.1 µM], -2%, -4%[25.9 µM], -1%, -9%
29. COc1cc(/C=N/OCC(=O)Nc2cc(C)cc(C)c2)ccc1OCc1ccc(Cl)cc1
    -11%, 5%, 1%[53 µM], -14%[10 µM], 0%[53 µM], -3%, -6%, -1%
30. O=c1cc(CO)oc(CN2CCC(Cc3ccccc3)CC2)c1O
    -8%, -2%, 1%, -10%[0.074 µM], -7%, i, -13%, -14%

Excerpt: nos. 17 to 28
Below each compound: Tau fibril FP, L3MBTL1 inh, TexasRed fluor, HTT ATP protect, TRb SRC2 PPI, RECQ1 helicase, Tau fluor cs, Tau ThT inhib
17. O=C(NC1CCCc2ccccc21)c1cccc(S(=O)(=O)N2CCOCC2)c1 (configuration not stated)
    -7%, 4%, -4%, -13%, -2%, i, -9%, -1%
18. N#Cc1cccc(-c2nc(Nc3ccccc3)c3ccccc3n2)c1
    ?, ·, -4%, -13%, 1%, -12%, -21%, 2%
19. N#CC(c1ccc(O)cc1)N1CCCCC1 (configuration not stated)
    6%, ·, -3%, 5%, -10%, -13%, 1%, -10%
20. O=C(Nc1ccc(Br)cc1)c1cccc(N2C(=O)C3C4CCC(C4)C3C2=O)c1 (configuration not stated)
    -10%, ?, 0%, 17%[0.074 µM], 4%, -33%, -24%, 4%
21. Cc1ccc(CSc2ncc(Cl)c(C(=O)Oc3ccccc3F)n2)cc1
    -12%, ·, 0%, ·, -1%, ·, -24%, 16µM*
22. Cc1ccc2c(CNCc3cccs3)c(C(=O)O)n(Cc3ccc(F)cc3)c2c1
    5%, ·, -4%, ·, 8%, ·, -2%, 0%
23. Cc1nc(N2CCN(c3ccccc3)CC2)c2c3c(sc2n1)CCC3
    -2%, -20%, -2%, -11%, 1%, -2%, -12%, ?
24. COc1cccc2sc(NC(=O)c3ccc(S(=O)(=O)N4CCOCC4)cc3)nc12
    -8%, ·, -4%, 5%[10 µM], 9%, 0%, ?, 17%
25. O=S(=O)(Nc1cccc(-c2cn3cccnc3n2)c1)c1ccc(Cl)cc1
    -12%, 2%, -2%, -6%[10 µM], 0%, -1%, ?, -2%
26. c1ccc2sc(NC3=NCN(C4CCCCCC4)CN3)nc2c1
    -6%, -1%, -1%, -8%, 3%, 0%, -16%, -17%
27. O=C(CSc1ccc2ccccc2n1)c1ccccc1
    -7%, ·, 2%, 8%[10 µM], 3%, -11%, -23%, ·
28. COc1ccc(C(=O)NCc2cccnc2)cc1C(=O)NCc1cccnc1
    2%, ?, 0%, -39%[inhibitor][17.1 µM], -2%, -4%[25.9 µM], -1%, -9%

The results go on:
Below each compound: Tau fibril FP, L3MBTL1 inh, TexasRed fluor, HTT ATP protect, TRb SRC2 PPI, RECQ1 helicase, Tau fluor cs, Tau ThT inhib
31. Cc1ccc(Cl)cc1NC(=O)c1ccc(NC(=O)N2CCSc3ncccc32)cc1
    1%, ·, -1%, ·, -6%, ·, -30%, ?
32. O=C(O)c1cccc(NC(=O)c2cccc(NC(=O)C3CCCO3)c2)c1 (configuration not stated)
    3%, -7%, -7%, -7%[0.074 µM], -4%, 8%, 4%, -2%
33. Cc1ccc(OC(=O)c2ccc(N3CCOCC3)c([N+](=O)[O-])c2)cc1
    -1%, ?, -2%, -2%, 0%, -12%, ?, 10µM*
34. C/C(=N/Nc1ccc([N+](=O)[O-])cc1)c1ccc(C)cc1C
    ?, ·, 3%, -45%[inhibitor], 8%, -4%, 10µM*[quencher], 4.5µM*
35. Cc1cccc(-n2nc3c(c2NC(=O)c2ccco2)CS(=O)C3)c1C (configuration not stated)
    6%, 8%, -1%, 18%, 6%, 0%, -1%, -5%
36. Cc1cccc(C)c1NC(=O)COc1ccc2c(C)c(Cc3ccccc3)c(=O)oc2c1
    1%, 4%, -2%, -6%[10 µM], -4%, -2%, -12%, 2%
37. O=C(NC1CCCCC1)c1cc(F)cc2c1OCOC2
    4%, 6%, -7%, -2%[10 µM], 8%, i, -4%, -3%
38. Cc1cc(C)cc(NC(=O)CSc2nc3[nH]ncc3c(=O)[nH]2)c1
    -4%, 0%, 1%, -15%[10 µM], -2%, -14%, 1%, -5%
39. CC1CCC(NC(=O)c2ccc3nc[nH]c3c2)CC1 (configuration not stated)
    0%, -5%, -2%, -5%, 2%, -6%, -8%, -13%
40. CC(CNC(=O)c1ccc2c(c1)OCO2)c1ccc([N+](=O)[O-])cc1 (configuration not stated)
    7%, 5%, 0%, -13%, 10%, i, -10%, ?
41. COC(=O)c1ccccc1NC(=O)CCNC(=O)Cn1cnc2ccccc2c1=O
    -8%, 2%, 1%, -61%[inhibitor], -12%, -15%, -12%, -3%
42. CCOc1cc(C)c(Cl)cc1S(=O)(=O)NCC1CCCO1 (configuration not stated)
    2%, 7%[11.4 µM], 2%, 4%[0.074 µM], -7%, -4%, 0%, 0%
43. O=C(O)c1cccn1Cc1ccccc1F
    -3%, -2%, 1%, 7%, -19%, -5%, -10%, -11%
